# Screens deposited in PubChem BioAssay by National Center for Advancing Translational Sciences (NCATS).
# Vif-APOBEC3G blk: Vif-A3G binding inhibition | Q9HC16 | HeLa A3G-eYFP + Vif (tagged APOBEC3G with the HIV-1 protein that degrades it), YFP fluorescence, overnight | Potency, µM (highest dose often 46.1 µM), for the others: top-dose activity, negative = active, most hits filed as inhibitors | 410,000 tested, 0.076% active | AID 602310;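 also: % is scaled to controls: 0 for no effect and ±100 for the full control effect; nearly all actives have a fitted effect of over 60% in size; hits raise eYFP signal because A3G escapes Vif-driven loss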
#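 Read-out is eYFP fluorescence (Ex 488/Em 500-530) from Vif-expressing HeLa A3G-eYFP cells; more signal means A3G escaped Vif-mediated degradation. Cells plated overnight, compound pinned in, incubated overnight at 37 deg C.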
# TrxR1 substrate: substrates of rat thioredoxin reductase 1; O89049; purified TrxR1 substrate turnover, NADPH consumption readout; Potency, µM (doses to about 114 µM), without a hit: at the top dose activity change, negative = substrate turnover; 390,000 tested, 0.01% active; AID 588456; also: % is scaled to controls: 0 for no effect and ±100 for the full control effect; nearly all actives have a fitted effect of over 50% in size
# Target sequence (O89049 whole entry, looked up): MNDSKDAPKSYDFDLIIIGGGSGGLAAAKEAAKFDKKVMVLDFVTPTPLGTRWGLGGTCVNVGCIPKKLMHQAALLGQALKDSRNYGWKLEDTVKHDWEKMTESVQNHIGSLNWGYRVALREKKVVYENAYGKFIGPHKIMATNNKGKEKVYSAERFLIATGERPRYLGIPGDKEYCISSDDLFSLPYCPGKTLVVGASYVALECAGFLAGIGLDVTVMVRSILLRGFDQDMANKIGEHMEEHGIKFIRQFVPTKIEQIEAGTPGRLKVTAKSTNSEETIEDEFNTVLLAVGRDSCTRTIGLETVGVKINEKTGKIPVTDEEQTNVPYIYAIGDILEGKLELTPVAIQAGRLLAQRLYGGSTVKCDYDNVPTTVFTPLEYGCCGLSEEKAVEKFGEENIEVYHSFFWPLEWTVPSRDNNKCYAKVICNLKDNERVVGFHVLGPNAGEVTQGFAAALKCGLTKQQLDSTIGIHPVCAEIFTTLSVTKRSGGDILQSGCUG
#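 Rat TrxR1, dispensed at 90 nM, was prereduced with 400 uM NADPH (final) for 5 min at ~22 deg C, then incubated with compound 15 min before 400 uM selenite. A first-read NADPH fluorescence drop versus no-compound background flagged substrates.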
# Vif-A3F inh: inhibitors of Vif-A3F interaction; HeLa A3F-eYFP + Vif (tagged APOBEC3F with the HIV-1 protein that degrades it), YFP fluorescence increase; Potency, µM (doses to about 46.1 µM), without a hit: at the highest dose activity, negative = active; 390,000 tested, 0.2% active; AID 602313; also: % of control where 0% means no effect; nearly all actives have a fitted effect of over 65% in size
#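 HeLa cells stably expressing A3F-eYFP plus Vif, plated and incubated overnight at 37 deg C, then exposed to compounds overnight at 37 deg C. Blocked degradation read as raised yellow fluorescence (Ex 488/Em 500-530).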
# RGS4 inhibitor: inhibitors of human regulator of G protein signaling 4 | Potency, µM (highest dose often 114 µM), for inactives: at the highest dose activity change, negative = inhibition, actives largely listed as inhibitors | 390,000 tested, 0.039% active | P49798 | Transcreener GDP fluorescence polarization, RGS4-accelerated GTP hydrolysis; also: % is scaled to controls: 0 for no effect and ±100 for the full control effect; nearly all actives have a fitted effect of over 75% in size; some results filed as inactive show a strong effect at the top dose
#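 MLSMR compounds (23 nl, pin-transferred) preincubated 10 min at room temperature with a 500nM (2x) first reagent, then RGS4 at 900nM (2x) plus Transcreener GDP mix added; fluorescence polarization (620/688 nm) read before and after 90 min at 30 °C.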
# TrxR1 inh: inhibitors of rat thioredoxin reductase 1; O89049; recombinant rTrxR1, NADPH fluorescence consumption, selenite substrate; Potency, µM (doses to about 114 µM), without a hit: top-dose activity change, negative = inhibition, actives largely listed as inhibitors; 390,000 tested, 1% active; also: % is scaled to controls: 0 for no effect and ±100 for the full control effect; nearly all actives have a fitted effect of over 65% in size
#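 Rat TrxR1 (90 nM in the dispensed reagent) was pre-reduced with 400 uM NADPH for 5 min at room temperature, then incubated with compound for 15 min. After 400 uM selenite was added, NADPH fluorescence (Ex 340/Em 450 nm) was followed for 8 min.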
# RXFP1 ag: agonists of human relaxin receptor RXFP1; Q9HBX9; HEK293T-RXFP1 cAMP TR-FRET, 30 min; response scale: percent of porcine relaxin response, buffer zero; Potency, µM (titrated, usually from 57.5 µM), without a hit: top-dose activation, usual class: activators; 370,000 tested, 0.3% active; AID 2676; also: % is scaled to controls: 0 for no effect and ±100 for the full control effect; nearly all actives have a fitted effect of over 60% in size; many of its hits are not listed in these tables
#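 Agonist response is measured as cAMP accumulation in an RXFP1-transfected HEK293T line under PDE4 inhibition. Values are scaled between buffer-only and 29 nM porcine relaxin, and EC50s come from standard Hill equation fits.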
# 12-LOX inh: blocks human arachidonate 12S-lipoxygenase; P18054; purified 12hLO, xylenol orange hydroperoxide absorbance; Potency, µM (highest dose often 108 µM), for inactives: at the top dose activity change, negative = inhibition, most hits filed as inhibitors; 580,000 tested, 1.1% active; also: % is scaled to controls: 0 for no effect and ±100 for the full control effect
#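 Purified human 12hLO at 150 nM in 25 mM Hepes, 0.01% Triton X-100, pH 7.0, preincubated 15 min at room temperature with compound. Reaction started with 40 uM arachidonic acid, 30 min at room temperature. Hydroperoxide measured by Fe-xylenol orange, 573/405 nm absorbance ratio.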
# USP1-UAF1 inh: blocks the human USP1/UAF1 deubiquitinase complex. O94782. recombinant USP1/UAF1, Ub-Rhodamine cleavage fluorescence. Potency, µM (highest dose often 57.1 µM), for the others: at the highest dose activity change, negative = inhibition, actives largely listed as inhibitors. 390,000 tested, 0.23% active; also: % is scaled to controls: 0 for no effect and ±100 for the full control effect; nearly all actives have a fitted effect of over 60% in size; inactives centre near -12
#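 High-throughput fluorogenic screen: 1nM USP1/UAF1 complex, Ub-Rho substrate 150nM final, 50mM HEPES pH 7.8 with 0.5mM EDTA, 0.1 mg/ml BSA, 1mM TCEP and 0.01% Tween-20.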
# mIDH1 inhibitor: blocks human mutant IDH1 R132H enzyme | AID 602179 | IDH1-R132H enzyme, NADPH consumption, diaphorase/resazurin fluorescence | 390,000 tested, 0.093% active | Potency, µM (titrated, usually from 76.6 µM), for inactives: top-dose activity change, negative = inhibition, most hits filed as inhibitors; also: % is scaled to controls: 0 for no effect and ±100 for the full control effect; nearly all actives have a fitted effect of over 65% in size
# Target sequence (O75874 whole entry R132H, stated change not applied): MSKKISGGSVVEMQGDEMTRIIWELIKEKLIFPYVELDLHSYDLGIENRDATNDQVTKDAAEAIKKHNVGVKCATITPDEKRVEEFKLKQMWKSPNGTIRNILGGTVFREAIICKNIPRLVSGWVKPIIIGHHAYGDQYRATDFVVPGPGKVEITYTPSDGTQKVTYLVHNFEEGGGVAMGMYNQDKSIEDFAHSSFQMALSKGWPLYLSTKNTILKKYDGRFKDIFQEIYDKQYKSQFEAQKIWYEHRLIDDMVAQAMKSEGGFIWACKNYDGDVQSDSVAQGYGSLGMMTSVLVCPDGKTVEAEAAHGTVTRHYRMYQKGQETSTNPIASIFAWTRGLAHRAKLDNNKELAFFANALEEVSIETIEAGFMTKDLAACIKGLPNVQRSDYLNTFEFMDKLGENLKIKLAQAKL
#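 IDH1-R132H (0.5 ug/mL) preincubated 30 min with compound, then NADPH (0.016 mM) and alpha-KG (2 mM) added; 80 min at RT, pH 7.5. Remaining NADPH coupled via diaphorase/resazurin to fluorescence (540/590 nm); concentration-response curves normalized to no-enzyme control.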
# Active calls of the source: *; ? = inconclusive; . = not tested or not shown; & = joins results of further samples; [ ] = remark or other dose. Calls follow the shape of the dose curve; as a rule, active = well fitted curve in the direction sought with a large enough effect; inconclusive = small, poorly fitted or top-dose-only effect, or another doubt; inactive = no such curve, though single readings can be large; an effect the other way counts as inactive or inconclusive. Potency is read from the fitted curve at half-maximal effect. Some of the compounds tested (hit frequency here may not be typical).
1) CCSC(=O)N=Nc1ccc(O)cc1
2) COc1ccc(-c2ccc(S(=O)(=O)n3nc(OC(=O)c4cccs4)cc3N)cc2)cc1
3) C[C@H](CO)N1C[C@H](C)[C@@H](CN(C)Cc2ccc3c(c2)OCO3)Oc2ccc(NS(C)(=O)=O)cc2C1=O
4) Cc1onc(-c2c(F)cccc2Cl)c1C(=O)NCc1ccco1
5) CC(C)OC(=O)c1cc(=O)[nH]c2ccccc12
6) C/C(=N\O)C(=O)OC1CC(C)CCC1C(C)C (configuration not stated)

screen / no.,1,2,3,4,5,6
Vif-APOBEC3G blk,-2%,2%,2%,-2%,0%,-10%
TrxR1 substrate,-4%[57.1 µM],-7%,0%,3%,15%[57.1 µM],-14%
Vif-A3F inh,-12%,2%,0%,-11%,2%,-4%
RGS4 inhibitor,?,-29%,15%,-11%,-16%,-8%
TrxR1 inh,-6%[57.1 µM],9%,-3%,?,-1%,-6%
RXFP1 ag,.,0.5%,.,1.2%,0.2%,-0.1%
12-LOX inh,?,1%,?,14%,28%,?
USP1-UAF1 inh,32µM*,16%,-15%,-3%,-12%,-14%
mIDH1 inhibitor,12%,-14%,-8%,10%,-1%,9%

7) Cc1ccccc1-c1nc(CN2CCC(C(=O)NC(C)C)CC2)c(C)o1
8) COCCNC(=O)c1ccc(N2CC3CC(C2)c2cccc(=O)n2C3)c(NC(=O)c2ccccc2Br)c1 (configuration not stated)
9) COc1cc(OC)cc(-n2nnnc2SCC(=O)NCCc2ccc(OC)c(OC)c2)c1
10) CCOC(=O)COc1ccc(S(=O)(=O)c2ccc(OCC(=O)OCC)cc2)cc1
11) CCC(C(=O)Nc1cc(OC)ccc1OC)n1nc(-c2ccccc2)c2c(c1=O)CCCC2 (configuration not stated)
12) Cn1c(CNC(=O)c2ccc(F)cc2)nc2ccccc21

screen / no.,7,8,9,10,11,12
Vif-APOBEC3G blk,-3%,0%,2%,-3%,-2%,-1%
TrxR1 substrate,3%,.,4%,3%,-3%,-1%
Vif-A3F inh,2%,1%,0%,-3%,3%,2%
RGS4 inhibitor,7%,.,1%,8%,12%,?
TrxR1 inh,16%,.,26%,-6%,8%,2%
RXFP1 ag,0.3%,.,-1.6%,1.8%,-0.6%,1.7%
12-LOX inh,-6%,5%,2%,2%[57.4 µM],-16%,4%
USP1-UAF1 inh,?,-13%,-23%,-28%,-6%,-11%
mIDH1 inhibitor,10%,-3%,18%,4%,2%,-10%

13) Cc1ccc(NC(=O)c2c(C(=O)Nc3ccccc3)sc3nc(C)cc(=O)n23)cc1
14) O=[N+]([O-])c1cc(S(=O)(=O)Nc2ccccc2)ccc1NCc1ccccc1
15) C=CCSc1nsc(NC(=O)Nc2cccc(C(C)=O)c2)n1
16) O=C(CSc1ccc2nnc(-c3ccccc3)n2n1)N1CCCc2ccccc21
17) N#Cc1cc(-c2ccccc2)cn(Cc2c(Cl)cccc2Cl)c1=O
18) O=C(c1noc2c1CCCC2)N1CCc2ccccc2C1

screen / no.,13,14,15,16,17,18
Vif-APOBEC3G blk,-9%&-4%,1%,0%,-3%,2%,-6%
TrxR1 substrate,-5%&3%,-3%,-1%,3%,166%[activator],1%
Vif-A3F inh,7%&0%,2%,6%,-4%,-11%,3%
RGS4 inhibitor,-5%&-13%,-27%,-8%,-4%,-4%,-1%
TrxR1 inh,21%[57.1 µM],?,-1%,21%,158%[activator],7%
RXFP1 ag,0.8%&2.8%,-2.0%,-0.2%,4.9%,4.6%,1.9%
12-LOX inh,2%&-25%,7%,?,-18%,23%,14%
USP1-UAF1 inh,?,-11%,-19%,-7%,0%,-10%
mIDH1 inhibitor,16%&-7%,3%,8%,2%,2%,4%

19) CCn1cc([N+](=O)[O-])c(C(=O)N2N=C(c3ccc4ccccc4c3)CC2c2ccccc2O)n1 (configuration not stated)
20) CC(C)OCCCNC(=O)c1cc2c(-c3ccc(Cl)cc3)nn(C)c2s1
21) CCOc1ccc(S(=O)(=O)NCCc2cn3ccccc3n2)cc1
22) Cc1cc(CNC(=O)C2CCC(=O)N(CCc3ccc(Cl)cc3)C2)no1 (configuration not stated)
23) COc1ccc(CN(C)C(=O)c2cccc(S(=O)(=O)N3CCc4ccccc43)c2)c(OC)c1
24) O=C(NC1CC1)C1CCN(C2CCN(C(=O)Cc3ccc(F)cc3)CC2)CC1

screen / no.,19,20,21,22,23,24
Vif-APOBEC3G blk,1%,-2%,-1%,3%,2%,1%
TrxR1 substrate,-5%,29%,20%,2%,-1%,3%
Vif-A3F inh,.,-9%,-6%,3%,1%,-13%
RGS4 inhibitor,0%,-10%,-17%,-2%,-13%,-27%
TrxR1 inh,5%,20%,28%,2%,9%,14%
RXFP1 ag,1.5%,4.1%,7.7%,1.4%,2.7%,-1.3%
12-LOX inh,0%,-1%,0%,494%[activator],178%[activator],27%
USP1-UAF1 inh,-9%,-9%,5%,-6%,-26%,-22%
mIDH1 inhibitor,6%,-10%,0%,3%,4%,0%

25) CCn1c(CNC(=O)c2ccc(F)cc2)cc2ccccc21
26) COC(=O)c1ccc(NS(=O)(=O)c2ccc(Cl)cc2)o1
27) Cc1ccc(-c2cc(C(=O)N/N=C/c3ccc(Cl)cc3)n[nH]2)o1
28) Cc1cccc(OCCC(=O)NCC(c2ccco2)N2CCCCC2)c1 (configuration not stated)
29) Cn1c(=NC(=O)c2ccccc2[N+](=O)[O-])sc2cc(S(C)(=O)=O)ccc21
30) CCn1c(SCC(=O)c2ccc(Br)cc2)nnc1C(C)NC(=O)Cc1ccc(OC)cc1 (configuration not stated)
31) Cc1ccccc1NC1=C(Cl)C(=O)OC1OC(=O)c1ccco1 (configuration not stated)
32) CC(=O)c1c(C)[nH]c(C(=O)N2CCCC(C)C2)c1C (configuration not stated)

screen / no.,25,26,27,28,29,30,31,32
Vif-APOBEC3G blk,1%,1%,-6%,0%,-3%,0%,-19%,-1%
TrxR1 substrate,0%,-12%,5%[57.1 µM],2%,-7%,3%,-4%,10%
Vif-A3F inh,3%,13%,-19%,5%,3%,-16%,-20%,1%
RGS4 inhibitor,3%,-39%,-34%,-17%,-8%,34%,-1%,-3%
TrxR1 inh,32%[activator],3%[57.1 µM],27%[57.1 µM],15%,-4%,17%,-18%,27%
RXFP1 ag,11%,2.3%,1.0%,-0.9%,0.2%,3.4%,1.9%,1.8%
12-LOX inh,0%,?,10%,-3%,?,1%,-14%,0%
USP1-UAF1 inh,-5%,1%,-7%,-14%,-20%,-2%,1%,-26%
mIDH1 inhibitor,-6%,0%,-7%,-1%,1%,3%,0%,-7%

# Exported with bars between the fields: eight of the compounds above
no. | smiles | Vif-APOBEC3G blk | TrxR1 substrate | Vif-A3F inh | RGS4 inhibitor | TrxR1 inh | RXFP1 ag | 12-LOX inh | USP1-UAF1 inh | mIDH1 inhibitor
22 | Cc1cc(CNC(=O)C2CCC(=O)N(CCc3ccc(Cl)cc3)C2)no1 (configuration not stated) | 3% | 2% | 3% | -2% | 2% | 1.4% | 494%[activator] | -6% | 3%
23 | COc1ccc(CN(C)C(=O)c2cccc(S(=O)(=O)N3CCc4ccccc43)c2)c(OC)c1 | 2% | -1% | 1% | -13% | 9% | 2.7% | 178%[activator] | -26% | 4%
24 | O=C(NC1CC1)C1CCN(C2CCN(C(=O)Cc3ccc(F)cc3)CC2)CC1 | 1% | 3% | -13% | -27% | 14% | -1.3% | 27% | -22% | 0%
25 | CCn1c(CNC(=O)c2ccc(F)cc2)cc2ccccc21 | 1% | 0% | 3% | 3% | 32%[activator] | 11% | 0% | -5% | -6%
26 | COC(=O)c1ccc(NS(=O)(=O)c2ccc(Cl)cc2)o1 | 1% | -12% | 13% | -39% | 3%[57.1 µM] | 2.3% | ? | 1% | 0%
27 | Cc1ccc(-c2cc(C(=O)N/N=C/c3ccc(Cl)cc3)n[nH]2)o1 | -6% | 5%[57.1 µM] | -19% | -34% | 27%[57.1 µM] | 1.0% | 10% | -7% | -7%
28 | Cc1cccc(OCCC(=O)NCC(c2ccco2)N2CCCCC2)c1 (configuration not stated) | 0% | 2% | 5% | -17% | 15% | -0.9% | -3% | -14% | -1%
29 | Cn1c(=NC(=O)c2ccccc2[N+](=O)[O-])sc2cc(S(C)(=O)=O)ccc21 | -3% | -7% | 3% | -8% | -4% | 0.2% | ? | -20% | 1%
